MCL1 BIM primary = inhibitors of MCL1 binding to BIM-BH3, primary screen, biochemical, fluorescence polarization; GST-MCL1 / FITC-Bim-BH3 fluorescence polarization; Induced myeloid leukemia cell differentiation protein Mcl-1 (Homo sapiens), Q07820; 0.68% of 320,000 active; inhibition, % at 10.9 µM; AID 2057, 2009;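 active = inhibition above the mean inhibition of all tested compounds plus 3 SD, set per campaign, cut at about 40% in these data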;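 also: 0% = DMSO wells and 100% = unlabeled Bim-BH3 peptide control; higher means more loss of mP so more displacement of Bim peptide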
Target sequence (Q07820 whole entry, looked up): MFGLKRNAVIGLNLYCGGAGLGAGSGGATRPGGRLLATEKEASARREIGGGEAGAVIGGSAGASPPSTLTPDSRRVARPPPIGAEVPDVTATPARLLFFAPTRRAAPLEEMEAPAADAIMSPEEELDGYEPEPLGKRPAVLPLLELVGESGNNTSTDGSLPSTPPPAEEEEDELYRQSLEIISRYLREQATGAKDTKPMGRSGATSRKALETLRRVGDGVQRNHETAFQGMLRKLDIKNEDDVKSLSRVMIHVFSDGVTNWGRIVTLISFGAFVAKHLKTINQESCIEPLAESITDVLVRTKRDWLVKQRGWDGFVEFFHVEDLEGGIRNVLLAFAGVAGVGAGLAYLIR
MEX-5 binding = MEX-5 zinc finger RNA-binding disruptors – biochemical, C. elegans, fluorescence polarization, MLPCN library, primary screen | 0.38% of 300,000 active | Zinc finger protein mex-5 (Caenorhabditis elegans), Q9XUB2 | activity score (negative = inhibition of binding), % at 10 µM | MEX-5/FITC-TCR2 RNA binding; active compounds read low;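 active = inhibition past about -25% in most replicates, and total fluorescence under double the plate's negative control median, limit read from the data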;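 also: 0% = DMSO and -100% = 5 µM competing unlabeled TCR2 RNA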
Target sequence (Q9XUB2 whole entry, looked up): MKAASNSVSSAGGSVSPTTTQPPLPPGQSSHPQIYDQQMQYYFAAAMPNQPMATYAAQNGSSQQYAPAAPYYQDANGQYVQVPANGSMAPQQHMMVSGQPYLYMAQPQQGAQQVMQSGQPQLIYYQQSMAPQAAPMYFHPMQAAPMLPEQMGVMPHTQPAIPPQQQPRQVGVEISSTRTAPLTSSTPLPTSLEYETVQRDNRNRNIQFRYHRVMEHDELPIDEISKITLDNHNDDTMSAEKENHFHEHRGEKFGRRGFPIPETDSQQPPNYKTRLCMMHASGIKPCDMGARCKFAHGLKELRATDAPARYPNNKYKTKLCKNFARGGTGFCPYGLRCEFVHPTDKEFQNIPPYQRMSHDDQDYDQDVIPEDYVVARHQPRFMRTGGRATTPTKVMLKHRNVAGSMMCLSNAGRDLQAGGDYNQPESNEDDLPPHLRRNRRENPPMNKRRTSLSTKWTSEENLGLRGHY
BCLXL inh = inhibitors of human Bcl-xL, primary screen, biochemical, fluorescence polarization, HTS; AID 2129, 2009; GST-Bcl-xL / FITC-Bim BH3 peptide fluorescence polarization; inhibition, % at 10.9 µM; 0.7% of 320,000 active;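 active = inhibition above the mean of all tested compounds plus 3 SD, cutoff set per campaign, cut at about 30% in these data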;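 also: 0% = DMSO wells and 100% = unlabeled Bim-BH3 peptide competitor; inhibitors lower millipolarization by displacing the labeled peptide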
Efflux pump mplx = inhibitors of Candida efflux pumps in yeast, primary screen, S. cerevisiae, Nile Red, multiplex; S. cerevisiae Candida pump triplex; inhibition, % at 10 µM; 0.44% of 330,000 active;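 active = plate passing quality check with inhibition over a set limit, or well fluorescence over plate mean plus 4 SD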;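 also: Nile Red retained in pooled yeast measured as flow cytometry median fluorescence; 0% = buffer negative control and 100% = Enniatin B positive control; higher means more Nile Red kept so more efflux inhibition; some compounds called inactive have numbers as strong as hits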
GLD-1 TGE inh = GLD-1/TGE RNA complex disruptors, primary screen, biochemical, fluorescence polarization; purified GLD-1 + fluorescein TGE RNA; inhibition, % at 5.96 µM; 0.44% of 320,000 active; AID 2280, 2010;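 active = percent inhibition above a per-plate cutoff, the plate mean of test compounds plus 3 SD, cut at about 30% in these data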;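 also: 0% = DMSO wells with GLD-1 and probe and 100% = wells lacking GLD-1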
CR mimetic SO = reduction of superoxide in aged yeast, primary screen, HTS; superoxide response (% of plate mean), % at 10 µM; AID 2690, 2010; S. cerevisiae aged cells, superoxide DHE fluorescence; active compounds read low; 0.18% of 330,000 active;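 active = superoxide response under a set limit, about three screen SD below normal, cut at about 65% in these data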;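 also: yeast aged for seven days with compound at 30 °C before DHE staining; 100% = average MFI of all compound-treated wells on the plate with controls excluded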
Fam108B counter = mouse Fam108B serine hydrolase inhibitors, primary screen, counter-screen for RBBP9 inhibitor project, biochemical, fluorescence polarization; inhibition, % at 9.51 µM; 0.33% of 300,000 active; recombinant Fam108B, FP-Rh probe fluorescence polarization;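 active = inhibition above the screen mean inhibition plus 3 SD, computed separately per campaign, cut at about 18% in these data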;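 also: inhibitors lower polarization as less probe binds the enzyme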
ZTA counter = ZTA (EBV) inhibition in EBNA-1 counter-screen; P03206; ZTA-DNA binding, fluorescence polarization; inhibition, % at 11 µM; 0.15% of 320,000 active; AID 2234; in the data active = inhibition above about 33%
Target sequence (P03206 whole entry, looked up): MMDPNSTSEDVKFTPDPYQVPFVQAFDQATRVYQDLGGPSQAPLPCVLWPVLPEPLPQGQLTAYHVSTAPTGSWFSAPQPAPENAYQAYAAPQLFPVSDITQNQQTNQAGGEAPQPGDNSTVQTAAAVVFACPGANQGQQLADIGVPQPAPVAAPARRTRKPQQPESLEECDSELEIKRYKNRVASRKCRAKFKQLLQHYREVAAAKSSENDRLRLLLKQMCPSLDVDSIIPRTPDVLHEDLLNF
EBNA-1 inhibitor = EBNA-1 DNA-binding inhibitors, primary screen, biochemical, fluorescence polarization | 0.34% of 300,000 active | inhibition, % at 14.8 µM | AID 1950, 2009; in the data active = inhibition above about 28%
The depositor's hits bear a star; x = not tested or not shown.

SMILES	MCL1 BIM primary	MEX-5 binding	BCLXL inh	Efflux pump mplx	GLD-1 TGE inh	CR mimetic SO	Fam108B counter	ZTA counter	EBNA-1 inhibitor
Cc1ccccc1-c1nc(CN(Cc2c(C)nn(C)c2C)C2CC2)c(C)o1	9	-0.6	7	0.2	0	83	1	6	1
Clc1ccccc1OCc1nc(-c2ccc(Br)o2)no1	5	-5.0	1	0.8	6	101	-4	-5	-15
CC(=O)NC(c1cccc([N+](=O)[O-])c1)c1c(OC(C)=O)ccc2ccccc12 (configuration not stated)	0	1.9	5	0.0	1	94	1	-5	2
O=S1(=O)CCN(Cc2ccccc2C(F)(F)F)CC1	3	0.2	1	-0.1	6	103	-5	-9	-1
COc1ccc(O)c(/C=N/NC(=O)CSc2nnc(C)n2-c2ccccc2)c1	3	-0.7	4	0.0	3	98	6	-17	-7
COc1ccc(Br)cc1/C=N/NC(=O)C(c1ccncc1)N1CCOCC1 (configuration not stated)	3	0.4	4	0.1	-5	86	6	-4	6
C=C(C)CNC(=S)N/N=C(\C)c1ccc(-n2ccnc2)cc1	7	-1.4	8	0.0	-4	87	8	-2	5
CCS(=O)(=O)n1nc(-c2ccccc2)nc1SC	0	2.0	2	0.1	12	85	-4	-17	-12
O=C(Nc1ccccc1-c1ccccc1)c1cccc(C(F)(F)F)c1	-9	-0.7	2	-0.1	6	91	-1	2	1
CN1CCN(CC(O)COC(c2ccc(Cl)cc2)c2ccc(Cl)cc2)CC1 (configuration not stated)	0	0.4	0	0.1	3	100	0	3	1
Cc1ccc(S(=O)(=O)N2CCN(CC(=O)Nc3ccc([N+](=O)[O-])cc3)CC2)cc1C	6	-0.2	1	0.4	2	110	3	-6	-4
O=C(CSc1n[nH]c(=O)[nH]c1=O)c1cccc([N+](=O)[O-])c1	7	-4.4	4	0.0	5	127	0	-23	-1
Cc1ccc(S(=O)(=O)N(CC(=O)NCCSC2CCCCC2)c2ccccc2F)cc1	3	-4.3	2	0.0	-1	107	0	1	-1
O=C(c1ccc(Cn2cnnn2)cc1)N1CCCC(Nc2ccc(F)cc2)C1 (configuration not stated)	4	-0.8	9	0.3	-7	106	0	1	-10
Cc1ccc2cc(/C=N/Nc3ccc(C(=O)O)cc3)c(Cl)nc2c1	-23	-9.0	-1	0.3	-2	101	1	-4	-18
CCOC(=O)c1cn(C2CC2)c2c(F)c(NCCCN(C)C)c(F)cc2c1=O	0	1.9	-1	0.2	5	98	-2	10	-6
CCCCCSc1nc(N2CCOCC2)c2c(c1C#N)CC(C)(C)OC2	1	-0.2	2	0.1	2	103	0	2	-10
CC(=O)c1cn(CC(=O)Nc2c(C)cccc2C)c2ccccc12	-1	-0.8	3	0.2	-4	106	-1	9	5
Cn1c(C2CC(=O)N(Cc3ccccc3)C2)nc2ccccc21 (configuration not stated)	-5	0.7	3	0.0	2	111	-2	6	2
C=CCN(CC=C)C(=O)c1ccc2nc(Cc3ccc(OC)c(OC)c3)oc2c1	4	1.6	-2	0.1	-3	112	-1	-3	-9
COc1ccc(CCN(C(=O)c2cccc(F)c2)C2CC(=O)N(c3ccc(OC)cc3)C2=O)cc1 (configuration not stated)	5	0.3	4	-0.4	3	97	-2	4	0
Cc1ccc(-n2nnc3c(=O)n(CC(=O)N4CCC(C)CC4)cnc32)cc1	-3	-0.7	-3	0.0	-4	126	-1	0	7
CCOc1ccc(C2/C(=C(/O)c3ccc4c(c3)CC(C)O4)C(=O)C(=O)N2CCCn2ccnc2)cc1 (configuration not stated)	3	0.2	5	4.2*	-7	92	8	-13	0
CCCC(C)c1nnc(NC(=O)C(=O)OCC)s1 (configuration not stated)	12	-2.7	-2	-0.1	0	100	-6	0	-2
COc1cc(OC)cc(C(=O)N2CCN(Cc3ccccc3C(F)(F)F)CC2)c1	10	-2.5	14	0.1	4	83	-2	-2	-3

The final two records of the section above lead into the next:
SMILES	MCL1 BIM primary	MEX-5 binding	BCLXL inh	Efflux pump mplx	GLD-1 TGE inh	CR mimetic SO	Fam108B counter	ZTA counter	EBNA-1 inhibitor
CCCC(C)c1nnc(NC(=O)C(=O)OCC)s1 (configuration not stated)	12	-2.7	-2	-0.1	0	100	-6	0	-2
COc1cc(OC)cc(C(=O)N2CCN(Cc3ccccc3C(F)(F)F)CC2)c1	10	-2.5	14	0.1	4	83	-2	-2	-3
CC(C)(C)NC(=O)COc1ccccc1C#N	3	1.0	5	0.1	-5	95	-1	11	-6
CN(C)/C=N/c1cc(=O)[nH]c(=O)n1CC1CC1	6	2.5	6	0.0	3	93	5	-16	-7
Cc1cc(C)cc(OCC(=O)N2CCc3ccccc3C2)c1	-1	0.5	1	0.0	1	98	-2	6	10
CCOc1nnc(C)c2c(C)n(-c3ccc(Cl)cc3)nc12	4	1.7	6	0.1	2	113	2	1	-3
S=c1[nH]nc(-c2ccncc2)n1CC1CCCO1 (configuration not stated)	-8	1.7	-10	-0.1	5	83	-3	9	-3
CCNC(=O)N1CCNC(=O)C1CC(=O)Nc1ccc(C(=O)OCC)cc1 (configuration not stated)	-2	0.5	-2	0.0	0	99	0	-5	4
COc1ccccc1N1CCN(Cc2ccco2)CC1	-2	-1.0	1	-0.2	3	97	2	-7	-4
Cc1ccc(N2CC(C(=O)N/N=C/c3sccc3C)CC2=O)cc1 (configuration not stated)	-4	0.0	2	0.7	-4	84	1	1	-2
CC(C)(C)c1ccc(OC(=O)CN2C(=O)C3C4CCC(C4)C3C2=O)cc1 (configuration not stated)	7	-0.6	3	1.8	-1	98	-1	11	-6
CCCOC(=O)CCCCCCCCC(O)CN1CCCCC1 (configuration not stated)	3	x	-2	0.0	1	98	-1	-4	0
Cc1[nH]c2ccccc2c1CCC(N)=O	10	-0.5	4	0.0	-4	87	0	-6	2
COCCNC(=O)c1c(C)cc(C)cc1C	11	-3.8	5	0.0	-3	91	3	-4	-2
CCCCOc1ccc(CSc2nncn2N)cc1	-1	0.2	2	0.1	-5	108	-7	15	-2
Cc1ccc(N(C)C(=O)c2cnn(-c3ccccc3)c2C)c(C)c1	-9	1.6	2	0.0	-1	95	0	-4	11
Nn1c(SCC(=O)NCCc2ccc(F)cc2)nnc1C1CCCCC1	-9	x	-11	0.1	-3	106	x	-2	x
CC(C)C(=O)n1nc(-c2cccnc2)nc1NCc1ccc(F)cc1	2	-0.7	7	-0.2	7	105	1	13	0
COc1cc(C(C)=O)ccc1Oc1cc(NN2CCCCC2)c([N+](=O)[O-])cc1[N+](=O)[O-]	7	-1.9	6	-0.2	0	101	1	3	-4
COc1cccc(-c2nnc3sc(-c4cccs4)nn23)c1	2	x	9	0.3	-2	114	-4	6	-10
O=C(Nc1sc2c(c1C(=O)O)CCC2)c1ccco1	8	0.5	4	-0.1	4	124	2	5	14
Cc1ccnc(NC(=O)c2ccc(Br)s2)c1	-7	-2.1	0	-0.2	-1	87	-2	-2	2
O=C1CC(c2ccc(F)cc2)CC(O)=C1C=NCCN1CCN(C(=O)Nc2ccccc2)CC1 (configuration not stated)	-1	-0.4	1	0.0	5	97	0	15	11
Cc1nn(Cc2c(Cl)cccc2Cl)c(C)c1C(=O)NCc1ccc(C)n1C	11	-0.8	11	0.0	4	97	2	3	-13
O=C(N/N=C/c1ccccn1)c1cc(-c2ccccc2)nc2ccccc12	2	-3.3	4	0.0	-4	102	-3	18	-8
CC1CCN(C(=O)c2ccc(Br)c(S(=O)(=O)N3CCOCC3)c2)CC1	3	1.8	4	0.7	-1	109	2	-3	10
CCOC(=O)/C=C/S(=O)(=O)c1ccc(NC(C)=O)cc1	2	-0.8	1	0.0	4	134	-3	8	12

2 compounds drawn at random from the list so far, as already listed:
SMILES	MCL1 BIM primary	MEX-5 binding	BCLXL inh	Efflux pump mplx	GLD-1 TGE inh	CR mimetic SO	Fam108B counter	ZTA counter	EBNA-1 inhibitor
CCCOC(=O)CCCCCCCCC(O)CN1CCCCC1 (configuration not stated)	3	x	-2	0.0	1	98	-1	-4	0
S=c1[nH]nc(-c2ccncc2)n1CC1CCCO1 (configuration not stated)	-8	1.7	-10	-0.1	5	83	-3	9	-3

More results:
SMILES	MCL1 BIM primary	MEX-5 binding	BCLXL inh	Efflux pump mplx	GLD-1 TGE inh	CR mimetic SO	Fam108B counter	ZTA counter	EBNA-1 inhibitor
CCOC(=O)C1(Cc2ccccc2C(F)(F)F)CCN(C(C)COC)CC1 (configuration not stated)	1	2.3	1	-0.1	3	86	1	-1	-3
COc1cc(NC(=O)CSCC(=O)Nc2cc(OC)cc(OC)c2)cc(OC)c1	-3	-1.9	-3	0.5	-2	101	-3	6	-11
NS(=O)(=O)c1ccc(CNC(=O)Cc2ccc(S(=O)(=O)N3CCOCC3)s2)cc1	-3	-1.7	-3	0.0	1	98	1	-3	-4
Cc1ccc(Cl)cc1N1CCN(C(=O)CCCn2c(=O)c3cccn3c3cccnc32)CC1	10	-4.3	9	0.1	6	90	-10	-8	2
Cc1ccc(NC(=O)NN(C)c2c(Cl)c(Cl)nn2C)cc1	4	-2.0	5	0.0	5	75	5	-18	2
CS(=O)(=O)N(CC(=O)N1CCOCC1)c1ccccc1	-13	3.3	0	0.1	-4	112	-3	-5	1
O=C(CCS(=O)(=O)c1ccc(Cl)cc1)Nc1nnc(-c2ccco2)o1	0	0.3	5	0.0	7	103	-3	4	4
CCOc1cc(/C=C2\NC(=S)N(C)C2=O)ccc1OCc1ccc(C(=O)O)cc1	3	0.9	5	-0.1	4	95	0	12	8
Cc1cccc(N2CCN(C(=O)CCc3nc4ccccc4[nH]3)CC2C)c1 (configuration not stated)	2	0.8	2	0.0	11	102	-1	-17	-7
Cc1cc(Br)ccc1NC(=O)CCSc1ccccc1	7	2.8	1	0.0	0	92	3	16	6
Cc1cc(=O)oc(C)c1C(=O)OCC(=O)c1ccc(Cl)cc1	3	-1.1	3	-0.1	-5	97	0	36*	-1
COc1ccc(N2CCOCC2)c(NC(=O)c2cccc3ccccc23)c1	8	0.4	8	0.1	4	116	3	20	-8
Cc1cccc(NC(=O)c2ccc(-n3ccnc3)nc2)c1	5	-1.2	3	0.0	2	94	4	-6	4
COc1ccc(NC(=O)CCN2C(=O)c3cccc([N+](=O)[O-])c3C2=O)cc1	-3	2.2	5	0.2	-6	104	0	-2	6
S=c1[nH]c2cc3ccccc3cc2[nH]1	-19	-2.4	-35	0.3	-4	97	2	-1	1
O=C(c1ccccc1[N+](=O)[O-])N1CCc2ccccc2C1	9	-1.1	7	-0.1	5	122	1	24	6
O=c1[nH]c2ccc(NC(=S)NCc3ccccc3)cc2[nH]1	2	-4.6	0	0.1	7	94	-4	-2	-1
COc1cccc(NC(=O)CN(C)C(=O)c2ccc(COc3ccccc3)o2)c1	9	x	8	0.1	-11	97	x	-22	x
CN(CC(=O)Nc1ccccc1C(F)(F)F)C(=O)c1cccc(-n2cccc2)c1	6	-1.6	0	0.0	1	80	-4	-14	-5
Cc1ccc2c(c1)nc(NCCO)n2C	7	-2.4	6	-0.1	-1	102	3	-2	-2
Cc1cc(=O)oc(C)c1C(=O)Nc1ccc(F)cc1	4	-1.0	4	0.0	-3	95	0	3	-8
CCn1cnc2c1c(=O)n(CC(=O)Nc1cc(C)on1)c(=O)n2Cc1ccccc1	-13	0.4	-4	0.0	-10	95	-3	4	3
CN1C(=O)CS(=O)c2ccc(C(=O)NCCC3=CCCCC3)cc21 (configuration not stated)	4	3.2	-2	-0.1	1	97	-2	-3	-6
COc1ccc(N2C(=O)C3CC(C)=C(C)CC3C2=O)c(OC)c1 (configuration not stated)	3	1.0	4	0.1	-2	101	1	16	-1

Source: PubChem BioAssay (several laboratories)
